Screening data deposited in PubChem by several laboratories.
NOD1 inhibition: NOD1 signaling inhibitors, primary screen, cell-based, luminescence, uHTS (AID 1578); 290,000 compounds, 1% hits; NOD1-driven NF-kB luciferase reporter cells, luminescence; higher % means a stronger effect; one-dose inhibition, % at 4 µM; EC50 in µM for titrated hits; in the data active means inhibition mostly above about 36%, no sharp cut-off; inactive means mostly below about 34%;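 further: HEK-293T reporter cells stimulated with the NOD1 agonist gamma-tri-DAP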
West Nile antiviral: West Nile virus antiviral activity, cell-based, CPE readout (AID 1621); West Nile virus-infected cells, CPE inhibition; higher % means a stronger effect; 290,000 compounds, 0.02% hits; CPE inhibition, % at 10 µM, or IC50 in µM where a hit was titrated; in the data active means a potency from the dose series; further: strong numbers were not always called active
HIV peptide binding: inhibitors of HIV fusion peptide binding, primary screen, biochemical, uHTS, fluorescence dequenching (AID 1986) | cell-free peptide binding, fluorescence dequenching, 30 min; higher % means a stronger effect | inhibition, % at 20 µM; hits with a dose series show IC50 in µM | 290,000 compounds, 0.3% hits; in the data active means inhibition mostly above about 52%, no sharp cut-off; inactive means mostly below about 76%; further: some results filed as inactive read as strong as hits
Yfh1-off respiration: enhancers of respiration in Yfh1-depleted yeast, dose response, Friedreich's ataxia, plus single-dose screen (AID 1465) | S. cerevisiae Yfh1-off respiration, WST-1 reduction, 72 h; higher fold induction means a stronger effect | one-dose fold induction at 50 µM; EC50 in µM for titrated hits | 220,000 compounds, 0.074% hits;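 active means fold induction of absorbance versus untreated yeast above a set limit, then at least 30% activation at any dose in follow-up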;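 further: activators that raise dye reduction in frataxin-depleted yeast; strong numbers were not always called active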
HEK293 NOD2/NF-kB: NOD2 signaling inhibitors, cell-based, luminescence, uHTS, HEK293 (AID 1566) | 290,000 compounds, 0.63% hits | HEK293 NOD2/NF-kB luciferase reporter, luminescence; higher % means a stronger effect | inhibition, % at 4 µM, or EC50 in µM where a hit was titrated; further: many of its hits are not listed in these tables
KOR beta-arrestin-1: KOR agonists, beta-arrestin recruitment, primary screen, cell-based, luminescence, uHTS (AID 1777); 280,000 compounds, 0.02% hits; activation, % at 10 µM, or EC50 in µM where a hit was titrated; KOR beta-arrestin recruitment, luminescence; higher % means a stronger effect; in the data active means activation above about 50%, passing the limit was not always enough; further: a part of the inactive calls stands beside numbers as strong as those of hits
KOR beta-arrestin-2: KOR antagonists, beta-arrestin recruitment, cell-based, luminescence, uHTS (AID 1778). 290,000 compounds, 0.091% hits. KOR beta-arrestin recruitment, luminescence, antagonist mode; higher % means a stronger effect. inhibition, % at 10 µM, or IC50 in µM where a hit was titrated. Kappa-type opioid receptor (Homo sapiens); further: strong numbers were not always called active
AID2073: inhibitors of Mint1-CaV2.2 protein interaction, biochemical, HTRF (AID 2073); inhibition, % at 20 µM; hits with a dose series show IC50 in µM; HTRF protein-protein interaction, Mint1-CaV2.2; higher % means a stronger effect; 290,000 compounds, 0.19% hits; Voltage-dependent N-type calcium channel subunit alpha-1B (Homo sapiens); in the data active means inhibition mostly above about 51%, no sharp cut-off; further: some results filed as inactive read as strong as hits
NS5 inhibitors: Dengue-2 NS5 methyltransferase inhibitors, primary screen, biochemical, confirmation dose response (AID 588689) | Dengue-2 NS5 methyltransferase capping enzyme assay, biochemical; higher % means a stronger effect | inhibition, % at 25 µM, or IC50 in µM where a hit was titrated | 340,000 compounds, 0.3% hits; in the data active means a potency from the dose series
NS5 inhibitors pilot replicate: further read-out of NS5 inhibitors, marked with its call; inhibition, %; measured here: pilot screen replicate inhibition
* hit, by the source's call; i = inactive; nt = not tested or not shown; [ ] = another dose, or the depositor's remark. Unless noted, no stated cut-off is given here; in the data, active means inhibition above about 50%; inactive means the rest.

SMILES | NOD1 inhibition | West Nile antiviral | HIV peptide binding | Yfh1-off respiration | HEK293 NOD2/NF-kB | KOR beta-arrestin-1 | KOR beta-arrestin-2 | AID2073 | NS5 inhibitors | others
CC(C)CNC(=O)[C@H]1N2C(=O)c3ccccc3C2SC1(C)C (some centres not stated) | -8.6% | -0.6% | -1.1% | nt | -25.4% | -0.7% | -7.2% | 5.2% | -6.5%
CCOC(=O)N1CCC(N2C(=O)c3ccccc3C2Nc2cccnc2)CC1 (configuration not stated) | -7.0% | 0.0% | -0.1% | i | -6.7% | -1.1% | -18.5% | 8.4% | -9.0%
C=CCNc1nnc(C)c2ccccc12 | 0.1% | -0.1% | -1.3% | i | -7.3% | 1.1% | -21.5% | -6.1% | 0.7%
c1ccc(CSc2ncnc3sccc23)cc1 | -33.8% | -0.2% | 1.9% | i | 13.5% | -0.8% | -17.6%[20 µM] | -3.6% | -7.3%
CCCN(CCC)CCCNC(=O)Cn1cnc2sc(C)c(S(=O)(=O)N3CCOCC3)c2c1=O | -23.4% | -0.4% | 0.2% | nt | -6.1% | 3.8% | -17.2% | 15.5% | -8.0%
Cc1ccc(Cl)cc1NC(=O)COC(=O)C1CCCC1 | -8.8% | -0.1% | 2.1% | i | -3.2% | 2.5% | -1.9% | 19.6% | -2.1%
COc1ccc(NC2c3ccccc3C(=O)N2c2cccnc2)cc1 (configuration not stated) | 4.2% | 0.3% | -2.9% | i | 2.3% | 3.2% | 8.4% | -12.3% | 10.2%
COc1cccc(C2/C(=C(/O)c3ccccc3)C(=O)C(=O)N2CCCC(=O)O)c1 (configuration not stated) | 5.3% | 1.8% | -2.8% | i | 12.6% | 0.9% | 9.9% | 0.2% | 10.8%
CC1CCCCC12NC(=O)N(Cc1cc(=O)n3ccsc3n1)C2=O (configuration not stated) | -2.3% | 0.2% | 1.3% | i | 10.8% | 0.5% | 8.3% | 12.0% | 2.3%
Cc1ccc(S(=O)(=O)N(Cc2cc3ccc(C)cc3[nH]c2=O)c2ccccc2)cc1 | -8.4% | -0.1% | -2.4% | i | -4.9% | 0.2% | 17.5% | 38.5% | -0.8%
O=C(O)CC(NC(=O)/C(=C/c1ccccc1)NC(=O)c1ccccc1)c1ccccc1 (configuration not stated) | -24.6% | 0.7% | 3.0% | nt | 1.7% | 0.3% | 11.2% | -0.5% | -10.5%
NC(=O)CC[C@@H]1NC(=O)[C@H](CO)NC(=O)c2cc([N+](=O)[O-])cc(I)c2NCCC[C@@H](C(N)=O)NC(=O)[C@H](Cc2ccc(O)cc2)NC1=O | -17.6% | -0.9% | 7.7% | i | 13.4% | -1.9% | 0.7% | -4.0% | nt
O=C(Nc1ccccc1)C1CC=CCC1C(=O)OCC1CCCO1 (configuration not stated) | -9.7% | 0.2% | 2.3% | i | -0.4% | -3.7% | 3.2% | 6.3% | -1.6%
O=C(CN(CC1CCCO1)C(=O)CNS(=O)(=O)c1ccc(Cl)cc1)NC1CCCCC1 (configuration not stated) | -24.1% | -0.5% | -0.4% | nt | 7.7% | 1.6% | -23.8% | 1.9% | 0.0%
COC/C=C/C1=CC2=CC(=O)C(C)(OC(=O)c3cnc4ccccc4n3)C(=O)C2=CN1C1CCCCC1 (configuration not stated) | -15.8% | -0.1% | 8.1% | nt | -0.6% | -4.8% | -2.3%[20 µM] | 15.6% | nt
COc1ccc(NC(=O)Cn2nnc(C(=O)NCc3ccco3)c2N)c(OC)c1 | -6.7% | 0.2% | -8.1% | i | 18.1% | 1.4% | -38.7% | -5.9% | -2.9%
O=C(NC(=S)Nc1nc(-c2ccccc2)cs1)c1cncc(Br)c1 | 54.8% | -0.8% | -1.7% | i | 48.6% | 2.7% | -52.3% | -18.4% | -3.5%
CCN(CC)C(=O)Cn1cc(S(=O)(=O)CC(=O)Nc2ccccc2C)c2ccccc21 | -31.2% | -0.6% | 1.2% | nt | -8.9% | -1.0% | 30.0% | 4.3% | -9.1%
Cc1ccc2nc(-c3ccc(NC(=O)CCS(=O)(=O)c4ccccc4)cc3)sc2c1 | -48.5% | -0.6% | -1.2% | i | -34.4% | -4.2% | -1.3% | 35.5% | 12.6%
C[n+]1ccccc1/C=C/c1c(F)cccc1F | -10.1% | 0.9% | -9.1% | nt | 1.9% | -1.6% | -31.8%[20 µM] | -3.4% | -7.0%
COc1ccc(CSCCc2n[nH]c(=S)n2-c2ccccc2)cc1 | -4.8% | -0.4% | -0.8% | i | -0.9% | -2.2% | -19.0%[20 µM] | -1.2% | -9.0%
COCCC(=O)N1CCC(Oc2ccc(C(=O)NCCc3ccccn3)cc2)CC1 | -33.4% | 0.4% | 0.3% | nt | -0.8% | 6.3% | -9.1% | 22.0% | -4.7%
CC(=O)Nc1ccccc1-c1nc2ccc(C(=O)N3CCN(c4cccc(C)c4)C(C)C3)cc2[nH]c1=O (configuration not stated) | 4.3% | 0.7% | 0.0% | i | 2.8% | -2.1% | -9.1% | -1.1% | -1.4%
CC(Sc1nnc(COc2ccc([N+](=O)[O-])cc2)n1-c1ccccc1)C(=O)O (configuration not stated) | -27.5% | 1.6% | 1.6% | i | -14.9% | nt | 11.3%[20 µM] | -5.8% | -8.5%
O=C(NCc1ccccc1)C(c1ccco1)N(C(=O)c1csnn1)c1ccccc1F (configuration not stated) | -0.9% | 0.2% | 0.1% | nt | 3.7% | 0.3% | 8.6% | 0.0% | -0.8%
CCOC(=O)c1c(C)nc2sc3c(=O)n(-c4ccc(C)cc4)cnc3c2c1-c1ccc(OC)cc1 | 10.4% | 0.4% | 0.7% | i | -16.9% | 3.1% | -40.5% | 15.9% | -2.2%
Cc1ccc(NC2=NCC(=O)N2C2CCCC2)cc1C | -23.3% | -0.6% | 0.0% | i | 6.8% | -5.6% | -19.7%[20 µM] | -7.8% | -8.2%
Cc1cccc(OCC(=O)NCC(=O)N/N=C/c2ccc([N+](=O)[O-])cc2)c1 | -34.1% | -0.4% | -0.2% | i | 1.9% | -3.8% | -10.4% | 10.9% | -8.0%
Cc1cccc(C)c1NC(=O)CN1C(=O)S/C(=C\c2cccn2C)C1=O | -70.9% | -0.2% | 2.3% | i | -205.5% | 0.3% | -10.6% | 18.6% | -3.4%
Cc1ccc(-c2noc(C3CCCCC3)n2)cc1 | -58.2% | 0.3% | -1.6% | i | -28.9% | 4.9% | -5.5% | -0.4% | 3.2%
NC(=O)c1ccc(NC(=O)CN2CCOCC2)cc1 | 0.2% | -0.7% | 1.3% | nt | 0.1% | 4.6% | -26.1% | 3.7% | -6.5%
CN(C(=O)c1ccc2c(Cl)c3c(nc2c1)CCC3)c1ccccc1 | -22.3% | 0.4% | -1.3% | i | -23.1% | -0.3% | 7.7% | 1.4% | 2.1%
Cc1cc(C)cc(NC(=O)CSc2nnc(CN3CCOCC3)n2C)c1 | -7.2% | -0.4% | 1.8% | i | -4.4% | 7.1% | -12.2% | 0.6% | 7.0%
CCN(CC(=O)NCc1ccc(F)cc1)C(=O)c1ccc(C)o1 | -31.0% | 0.0% | -1.5% | nt | 8.0% | -0.8% | -10.2% | -17.2% | -2.4%
Nc1cccc2c1C(=O)N(C(=O)/C=C/c1cccc(Br)c1)C2=O | 3.9% | -0.2% | 2.2% | i | -0.2% | 0.3% | -41.0% | 19.6% | 7.9%
COC(=O)c1ccc(/C=N/N2C(C)CCCC2C)cc1 (configuration not stated) | -29.2% | 0.5% | 0.5% | i | -29.7% | -1.2% | 13.6% | -4.0% | -3.1%
COCCNc1nc2c(c(=O)[nH]c(=O)n2C)n1CCCc1ccccc1 | -19.4% | 0.4% | 0.2% | nt | -6.7% | 1.3% | -47.6%[20 µM] | -3.6% | -1.8%
O=C(O)c1cncc(Br)c1 | -6.8% | -0.2% | 0.7% | i | 27.6% | -1.0% | 14.0% | 1.4% | -5.2%
COc1ccc2[nH]c3c(c2c1)CCN1C(=O)N([C@@H](C)C(=O)NCc2ccco2)C(=O)[C@]31C | -13.9% | -0.8% | -0.5% | nt | 3.7% | -1.3% | -18.2%[20 µM] | 1.0% | -9.1%
Cc1ccc(Cl)c(OCC(=O)N2CCc3ccccc3C2)c1 | -38.3% | -0.2% | 2.4% | nt | -33.8% | 0.1% | 10.8%[20 µM] | 5.9% | -2.0% | NS5 inhibitors pilot replicate=-2.1
N/C(=N\OC(=O)Oc1ccccc1)c1cccc([N+](=O)[O-])c1 | -0.9% | -0.1% | -2.8% | i | 21.3% | 2.3% | -35.9% | 1.2% | -9.1%
COC(=O)C(NC(=O)c1ccccc1)=C(C)C | -9.8% | 0.1% | 1.1% | i | 3.9% | -5.7% | -20.6% | 6.1% | 1.4%
COC(=O)c1[nH]c2cccc(Cl)c2c1NC(=O)CN(C)C1CCCCC1 | -1.8% | -0.2% | -1.3% | i | 4.4% | -6.0% | 4.7% | -10.6% | 0.0%

Quoted at random: 2 compounds from above, in no set order.
SMILES | NOD1 inhibition | West Nile antiviral | HIV peptide binding | Yfh1-off respiration | HEK293 NOD2/NF-kB | KOR beta-arrestin-1 | KOR beta-arrestin-2 | AID2073 | NS5 inhibitors | others
O=C(O)c1cncc(Br)c1 | -6.8% | -0.2% | 0.7% | i | 27.6% | -1.0% | 14.0% | 1.4% | -5.2%
CCN(CC(=O)NCc1ccc(F)cc1)C(=O)c1ccc(C)o1 | -31.0% | 0.0% | -1.5% | nt | 8.0% | -0.8% | -10.2% | -17.2% | -2.4%

In the list so far, these have an NH in an aromatic ring:
SMILES | NOD1 inhibition | West Nile antiviral | HIV peptide binding | Yfh1-off respiration | HEK293 NOD2/NF-kB | KOR beta-arrestin-1 | KOR beta-arrestin-2 | AID2073 | NS5 inhibitors | others
Cc1ccc(S(=O)(=O)N(Cc2cc3ccc(C)cc3[nH]c2=O)c2ccccc2)cc1 | -8.4% | -0.1% | -2.4% | i | -4.9% | 0.2% | 17.5% | 38.5% | -0.8%
COc1ccc(CSCCc2n[nH]c(=S)n2-c2ccccc2)cc1 | -4.8% | -0.4% | -0.8% | i | -0.9% | -2.2% | -19.0%[20 µM] | -1.2% | -9.0%
CC(=O)Nc1ccccc1-c1nc2ccc(C(=O)N3CCN(c4cccc(C)c4)C(C)C3)cc2[nH]c1=O (configuration not stated) | 4.3% | 0.7% | 0.0% | i | 2.8% | -2.1% | -9.1% | -1.1% | -1.4%
COCCNc1nc2c(c(=O)[nH]c(=O)n2C)n1CCCc1ccccc1 | -19.4% | 0.4% | 0.2% | nt | -6.7% | 1.3% | -47.6%[20 µM] | -3.6% | -1.8%
COc1ccc2[nH]c3c(c2c1)CCN1C(=O)N([C@@H](C)C(=O)NCc2ccco2)C(=O)[C@]31C | -13.9% | -0.8% | -0.5% | nt | 3.7% | -1.3% | -18.2%[20 µM] | 1.0% | -9.1%
COC(=O)c1[nH]c2cccc(Cl)c2c1NC(=O)CN(C)C1CCCCC1 | -1.8% | -0.2% | -1.3% | i | 4.4% | -6.0% | 4.7% | -10.6% | 0.0%

The list is partial, so the mix of outcomes need not match the whole.
